S100A4 inh HTS = blocks human S100A4 binding to myosin IIA peptide. P26447. inhibition, % at 10.7 µM. AID 652163. S100A4/TAMRA-MyoIIA peptide fluorescence polarization. actives 0.14% (n = 360,000);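 active means mean inhibition of at least 70% across replicates, with every replicate also reaching that level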
Target sequence (P26447 whole entry, looked up): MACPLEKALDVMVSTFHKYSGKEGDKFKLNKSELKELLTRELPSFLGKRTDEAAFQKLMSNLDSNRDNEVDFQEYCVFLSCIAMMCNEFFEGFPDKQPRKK
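Test system: S100A4 monomer protein. Medium: HEPES buffer with Ca2+, pH 7.2. Reagent: fluorescent myosin IIA peptide, 5 nM. Compound dosing: single-point compound testing. Timing: 5 min between mix addition and reading. Benchmarks: DMSO neutral and TFP positive wells.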
Statin myotox sup = protects C2C12 myotubes from simvastatin toxicity; actives 0.78% (n = 330,000); ATP luminescence, 48 h; scaled: DMSO 0, geranylgeraniol control 100; AID 602340; rescue of ATP level, % at 7.49 µM;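 active means mean ATP rescue above about 67%, or every replicate alone reaching that limit, limit read from the data, passing the limit was not always enough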;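 further: myotubes were challenged with 10 µM simvastatin during compound exposure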
ERAP1 inh = inhibitors of human ERAP1 aminopeptidase | recombinant ERAP1, Leu-AMC fluorescence, 60 min | Q9NZ08 | inhibition, % at 10.7 µM | actives 0.15% (n = 340,000);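 active means mean replicate inhibition of at least 30%, or all replicates individually reaching that 30% level; inactive means mean below 30% and not every replicate reaching it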;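 further: 0% = neutral control wells and 100% = L-leucinethiol positive control wells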
LGR2 antag = Drosophila LGR2 receptor signaling inhibition | actives 0.35% (n = 380,000) | inhibition, % at 9.99 µM | HEK293 LGR2, CRE-luciferase, bursicon-stimulated, 4 h | AID 720647;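 active means drop in luminescence signal, shown as inhibition above about 50% in the replicate tests, limit read from the data, passing the limit was not always enough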;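 further: agonist challenge used bursicon conditioned medium at about half maximal strength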
PGC1a acetyl inh = PGC1a acetylation modulation, inhibitor mode; U2OS PGC1a acetylation, AlphaScreen anti-acetyl-lysine; with virally co-expressed GCN5 acetyltransferase; inhibition, % at 15.6 µM; actives 0.17% (n = 350,000); AID 651687;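 active means every replicate shows inhibition of at least 40%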;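 further: 0% = neutral control wells and 100% = positive control wells; some results beyond the cut were filed as inactive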
SIRT5 inh = inhibitors of human sirtuin-5 desuccinylase; inhibition, % at 15 µM; AID 652115; Q9NXA8; actives 1.1% (n = 330,000); Purified SirT5, succinyl-peptide AMC, trypsin-coupled fluorescence; in the data active means inhibition above about 15%
Target sequence (Q9NXA8 whole entry, looked up): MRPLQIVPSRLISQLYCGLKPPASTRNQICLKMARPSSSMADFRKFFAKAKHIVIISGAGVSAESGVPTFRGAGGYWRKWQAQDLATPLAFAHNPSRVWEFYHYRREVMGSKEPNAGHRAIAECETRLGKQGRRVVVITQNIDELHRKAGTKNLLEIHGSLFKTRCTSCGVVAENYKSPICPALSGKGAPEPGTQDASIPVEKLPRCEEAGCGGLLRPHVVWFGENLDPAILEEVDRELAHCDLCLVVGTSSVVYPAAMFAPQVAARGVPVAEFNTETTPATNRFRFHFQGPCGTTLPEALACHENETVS
Cneo AK release = Cryptococcus neoformans lysis via adenylate kinase release. lysis activity, % at 15 µM. AID 651654. actives 0.2% (n = 360,000). C. neoformans lysis, adenylate kinase release luminescence, 4 h; normalised: neutral wells 0, clomiphene wells 100;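 active means mean lysis activity across replicates of at least 80%, whatever share of replicates individually reach that level; inactive means mean lysis activity below 80%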
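Test system: log-phase Cryptococcus neoformans yeast cells; Quantity: yeast cell density of 5 × 10^6 cells/mL; Buffer or medium: YPD; Doses: single compound concentration per well; Timing: 4 h at 37 °C static, read 1 h later; Measured by: AK luminescence; Read-out basis: lysis from increased AK signal; Control set: Clomiphene as positive control.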
Xi reactivation = X-chromosome reactivation activator. XiGFP mouse fibroblasts, % GFP-positive cells imaging, 3 d; cells co-treated with 5-aza-dC sensitizer; scaled so ellipticine positive control = 100%. activation, % at 7.58 µM. actives 0.055% (n = 360,000). AID 743238;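 active means mean normalized replicate activation at least 10% and every replicate at or above 10%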;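 further: 0% = median of on-plate neutral control wells and 100% = ellipticine 6 µM median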
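Assay system – SV40-immortalized XiGFP fibroblast cells, line 68-5-11 · Buffer or medium – DMEM supplemented with 5-aza-dC as sensitizing agent · Dosing – one concentration, pinned · Benchmarks – positive control ellipticine, 6 µM final · Times – 3 days compound exposure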
An asterisk follows results filed as active; . = not tested or not shown. These rows are one share of the data. The share of hits here may be higher or lower than overall.

canonical_smiles	LGR2 antag	S100A4 inh HTS	Cneo AK release	Xi reactivation	ERAP1 inh	Statin myotox sup	SIRT5 inh	PGC1a acetyl inh
OC[C@H]1O[C@H](OC[C@H]2O[C@H](OC[C@H]3O[C@H](O[C@]4(CO)O[C@H](CO)[C@@H](O)[C@@H]4O)[C@H](O)[C@@H](O)[C@@H]3O)[C@H](O)[C@@H](O)[C@H]2O)[C@H](O)[C@@H](O)[C@H]1O	1.2	3.7	0.5	-0.1	1.4	1.6	-3.0	-3.7
COc1cccc(S(=O)(=O)N2CCCCN3[C@H](C2)[C@H](c2ccc(-c4ccccc4)cc2)[C@@H]3CO)c1	2.6	1.5	0.0	-0.1	1.2	.	-1.6	-1.4
CCOC(=O)[C@@H]1[C@H]2COc3cc(OC)ccc3[C@@H]2N2C(=O)N(c3ccc(C)cc3)C(=O)[C@@]12C	-18.5	-1.7	0.9	0.0	0.9	3.9	-1.7	.
CO[C@@H]1CN(C)C(=O)c2ccc(NC(=O)C3CCOCC3)cc2OC[C@H](C)N(C(C)=O)C[C@H]1C	-0.3	2.1	-4.1	-0.5	-1.1	2.7	.	3.4
CC(Oc1ccccc1)C(=O)N1CCN(c2ccc(N3CCOCC3)nn2)CC1 (configuration not stated)	-5.5	-1.2	1.0	-0.1	-10.1	.	-2.9	.
C[C@@H]1CN([C@H](C)CO)C(=O)c2cc(NS(=O)(=O)c3ccc(Cl)cc3)ccc2O[C@@H](C)CCCCO[C@@H]1CN(C)S(=O)(=O)c1cn(C)cn1	-11.3	-9.3	1.1	0.2	-3.5	.	1.9	-1.0
O=C(NCC1CCCO1)c1ccc(Br)s1 (configuration not stated)	-7.8	-6.9	-2.2	0.1	4.3	13.8	-11.7	12.2
Cc1ccccc1CN(C)C[C@@H]1OCc2cnnn2CCCC(=O)N([C@@H](C)CO)C[C@@H]1C	-9.2	5.9	-3.6	-0.1	-1.8	-0.7	-5.2	3.8
CC(C)c1cc(CN2CCOCC2)cc(C(C)C)c1O	1.5	0.1	-0.4	0.1	0.1	9.2	-1.0	-3.9
Cc1ccccc1NS(=O)(=O)c1ccc2c(c1)n(C)c(=O)n2C	-4.3	1.5	.	0.1	0.9	-2.5	-0.3	13.1
O=C(Nc1ccc(C(F)(F)F)cc1)N[C@@H]1CC[C@@H](CCn2cc(C3(O)CCCC3)nn2)O[C@@H]1CO	5.2	-5.6	0.2	0.3	-0.9	-22.2	-1.1	6.8
O=C(CCCN1C(=O)/C(=C/c2cccs2)SC1=S)Nc1ccccn1	-4.2	5.0	.	0.2	-2.1	.	-1.9	3.8
CC(Oc1ccc(F)cc1)C(=O)Nc1ccc(N2CCOCC2)cc1N1CCOCC1 (configuration not stated)	13.0	-0.9	-1.9	-0.1	-0.5	-6.6	-6.1	.
CCCCSCCCNC(=O)c1ccc2c(c1)N(CC)C(=O)c1ccccc1S2=O (configuration not stated)	6.1	-5.9	1.3	0.1	-2.4	0.8	0.0	-4.7
O=C(C[C@H]1CC[C@@H]2[C@H](COC[C@H](O)CN2Cc2ccc3c(c2)OCO3)O1)Nc1ccc(-c2ccccc2)cc1	21.4	5.2	0.5	0.0	1.0	-18.9	9.9	-4.3
CC(C)CCN1CCN(Cc2ccoc2)CC1CCO (configuration not stated)	7.5	-4.2	1.5	-0.1	-6.0	1.9	-1.5	1.3
CC1(C(=O)Nc2cnc3ccccc3c2)CCN1C(=O)CCc1ccccc1 (configuration not stated)	4.3	2.1	-1.1	0.0	-2.2	4.6	.	-8.2
Cc1ccc(-n2cc(CN3CCNC(=O)CC3)c(-c3ccc(F)cc3)n2)cc1	6.2	-0.3	6.8	0.7	2.1	4.4	1.7	-1.3
O=C(O)c1ccc(S(=O)(=O)c2ccc3c(c2)C(=O)N(NC(=O)c2cccnc2)C3=O)cc1	14.1	-0.1	.	-0.1	-3.1	.	-4.2	-2.2
Cc1nn(-c2ccccc2)c(C)c1NC(=O)COc1ccc(F)cc1Cl	16.4	1.3	.	0.0	-1.8	.	-1.4	.
CC1CN(C(=S)Nc2ccccc2)N(c2ccccc2)C1 (configuration not stated)	-30.4	-5.0	.	0.0	-3.4	.	-2.2	.
COc1ccc(NC(=O)N(C)C[C@H]2Oc3ccc(NS(=O)(=O)c4cn(C)cn4)cc3C(=O)N([C@@H](C)CO)C[C@H]2C)cc1	16.3	14.0	-1.0	-1.2	-3.6	28.1	3.1	0.1
O=C(CSC1=NNC(c2ccccn2)S1)Nc1ccc(C(F)(F)F)cc1 (configuration not stated)	-4.1	5.2	2.2	3.4	6.0	.	1.0	-7.3
COc1ccccc1C(=O)Nc1nc2ccccc2s1	104.6*	-2.2	-5.5	0.1	2.8	-61.1	-2.8	-4.8
O=C(CSc1ncccn1)NC(=O)NCc1ccco1	12.5	-5.0	-0.9	0.0	1.1	-9.8	1.4	1.9
CCN(CC(=O)NCc1ccc(Cl)cc1)C(=O)CSCC(=O)Nc1ccc(C)cc1	-13.8	-2.7	-0.9	-0.2	-0.9	8.7	10.7	-83.0
CC1(C(=O)OCC(=O)NC(=O)NCc2ccccc2)CC1(Cl)Cl (configuration not stated)	-7.7	3.3	.	-0.3	4.0	.	-3.6	12.3
CCn1c(/C=C\c2ccccc2C)nc2ccccc2c1=O	1.1	-1.9	-3.0	0.2	0.5	.	-5.3	-2.9
C[C@H]1CCCCO[C@H](CN(C)C(=O)c2ccccc2)[C@@H](C)CN([C@@H](C)CO)C(=O)c2cc(NC(=O)c3ccccc3)ccc2O1	-3.4	2.7	0.3	0.0	0.1	.	2.7	-1.1
CC(C)NC(=O)NC(=O)COC(=O)/C=C/c1ccccc1[N+](=O)[O-]	-18.4	22.9	-19.2	0.0	0.1	2.9	0.1	-2.0
O=[N+]([O-])c1ccccc1/C=C/CN1CCCC(CO)C1 (configuration not stated)	14.5	-4.4	0.1	0.1	-2.9	-4.5	0.4	0.5
COc1ccc(COC(=O)c2cc(S(=O)(=O)N3CCCCC3)ccc2N2CCOCC2)cc1	-2.5	-0.6	.	0.2	-0.4	-7.6	2.3	-4.8

Whole records, looked up by structure. Screens in order: LGR2 antag | S100A4 inh HTS | Cneo AK release | Xi reactivation | ERAP1 inh | Statin myotox sup | SIRT5 inh | PGC1a acetyl inh
O=C(CSc1ncccn1)NC(=O)NCc1ccco1 reads 12.5 | -5.0 | -0.9 | 0.0 | 1.1 | -9.8 | 1.4 | 1.9
CC(C)NC(=O)NC(=O)COC(=O)/C=C/c1ccccc1[N+](=O)[O-] reads -18.4 | 22.9 | -19.2 | 0.0 | 0.1 | 2.9 | 0.1 | -2.0
COc1ccc(COC(=O)c2cc(S(=O)(=O)N3CCCCC3)ccc2N2CCOCC2)cc1 reads -2.5 | -0.6 | . | 0.2 | -0.4 | -7.6 | 2.3 | -4.8
C[C@H]1CCCCO[C@H](CN(C)C(=O)c2ccccc2)[C@@H](C)CN([C@@H](C)CO)C(=O)c2cc(NC(=O)c3ccccc3)ccc2O1 reads -3.4 | 2.7 | 0.3 | 0.0 | 0.1 | . | 2.7 | -1.1

The listing continues:
canonical_smiles	LGR2 antag	S100A4 inh HTS	Cneo AK release	Xi reactivation	ERAP1 inh	Statin myotox sup	SIRT5 inh	PGC1a acetyl inh
Cc1ccc(-c2ccc(=O)n(Cc3ccc(F)cc3Cl)n2)cc1	-28.5	-4.4	-0.2	0.4	-3.5	26.8	-2.4	36.8
C[C@H](CO)N1C[C@H](C)[C@H](CN(C)S(=O)(=O)c2ccccc2)Oc2ccc(NC(=O)Cc3cn(C)c4ccccc34)cc2C1=O	.	-4.9	0.3	0.0	0.6	31.5	-5.9	-11.9
C[C@@H]1CCCCO[C@@H](CN(C)C(=O)Nc2cccc3ccccc23)[C@H](C)CN([C@@H](C)CO)C(=O)c2cc(NC(=O)C3CCCCC3)ccc2O1	-1.9	116.7*	-2.1	-0.9	-4.3	.	3.3	-18.5
O=C(Nc1ccc(NC(=O)c2ccc(Cl)cc2Cl)cc1)c1ccc2c(c1)OCO2	4.4	-7.6	3.6	0.1	0.5	0.6	-2.7	.
COc1ccc2c3c(n(C)c2c1)[C@@H](CO)N(C(=O)NC(C)C)CC31CCN(CC2CCOCC2)CC1	-2.8	8.1	.	0.0	-1.8	.	-1.0	-15.2
CC(=O)N1c2ccc(S(=O)(=O)N3CCC(C(=O)Nc4cc(C)ccn4)CC3)cc2CC1C (configuration not stated)	-2.7	-1.7	-0.2	0.2	-3.2	10.9	-0.7	-8.6
O=C(c1ccccc1)C1(c2ccccc2)OC1c1ccccc1 (configuration not stated)	0.5	1.2	-3.2	0.0	4.3	-1.6	-4.1	-19.1
Cc1noc(C)c1NC(=O)Nc1cccc2c1O[C@H](CN(C)Cc1ccc(C(=O)O)cc1)[C@H](C)CN([C@H](C)CO)C2=O	-0.2	-2.1	0.4	0.7	2.5	22.3	3.8	21.6
C/C(=N\OCC(=O)OCC(=O)NC(=O)c1ccccc1)c1ccc2c(c1)OCO2	17.2	-2.8	0.2	0.1	2.6	8.8	3.9	25.7
CCN(C(=O)CN1C(=O)S/C(=C\c2ccc(Cl)cc2)C1=O)C1CCS(=O)(=O)C1 (configuration not stated)	5.3	-1.0	-0.3	0.0	-1.7	25.0	-2.7	-13.4
Cc1cn(S(=O)(=O)c2cc(Br)ccc2Br)cn1	5.7	.	-3.7	-0.1	.	.	.	14.4
COC(=O)c1ccc(COc2ccc(-c3nnn(CC(N)=O)n3)cc2)cc1	.	-4.0	.	0.1	-1.3	.	-5.7	.
O=C(c1ccc(Cn2cc(Br)cn2)o1)N1N=C(C(F)F)CC1(O)C(F)F (configuration not stated)	.	-0.3	2.2	.	3.2	.	-0.8	-0.1
O=C(N/N=C/c1ccc2c(c1)OCO2)c1cccc2ccccc12	-2.6	0.8	0.0	0.2	-2.4	-6.7	-2.9	.
CC1=C(C(=O)Nc2ccccn2)C(c2ccc(F)cc2)n2ncnc2N1 (configuration not stated)	-25.7	-4.5	.	.	9.2	6.0	0.5	.
CC(=O)c1ccc(OCC(=O)Nc2cccc(S(=O)(=O)N3CCCC3)c2)cc1	1.0	-7.2	-3.1	0.1	-1.5	-7.7	-0.9	-3.9

Bioassay records: PubChem, Broad Institute
